# Screens (PubChem BioAssay)
# M1 PAM: potentiates human M1 receptor response to acetylcholine | activation, % at 3 µM | P11229 | CHO-K1 hM1, Fluo-8 calcium fluorescence, ACh EC20; 0% = ACh EC20, 100% = maximal ACh | hit rate 0.088% among 360,000; in the data active = activation above about 19%, passing the limit was not always enough
# Target sequence (P11229 whole entry, looked up): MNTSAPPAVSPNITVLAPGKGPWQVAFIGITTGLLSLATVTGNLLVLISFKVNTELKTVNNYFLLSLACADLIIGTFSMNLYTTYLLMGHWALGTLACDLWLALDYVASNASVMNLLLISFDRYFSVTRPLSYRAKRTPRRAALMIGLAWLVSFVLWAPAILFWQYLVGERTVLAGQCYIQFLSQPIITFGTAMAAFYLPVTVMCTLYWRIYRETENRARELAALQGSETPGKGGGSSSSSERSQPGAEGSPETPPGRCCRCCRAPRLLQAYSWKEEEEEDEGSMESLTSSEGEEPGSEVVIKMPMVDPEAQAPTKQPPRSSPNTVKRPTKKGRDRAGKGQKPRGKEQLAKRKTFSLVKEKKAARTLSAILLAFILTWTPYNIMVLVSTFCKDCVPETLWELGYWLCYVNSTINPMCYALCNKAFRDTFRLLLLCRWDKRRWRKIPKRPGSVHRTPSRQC
# CHRM4 antagonist: CHRM4 antagonism in calcium assay | P08173 | CHO-hM4 cells, ACh EC80, Fluo-8 calcium fluorescence | inhibition, % at 3 µM | hit rate 0.73% among 360,000 | AID 624125;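 active = inhibition above its plate's cutoff, the mean inhibition of sample wells plus 3 SD, cut at about 27% in these data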;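 also: 0% = acetylcholine EC80 with DMSO and 100% = DMSO without agonist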
# CRFR2-BP ag: agonists of human CRF-binding protein/CRF-R2 receptor complex; HEK293 CRF-R2/CRF-BP, calcium dye fluorescence (FLIPR); percent of saturating CRF peptide response; activation, % at 13.2 µM; hit rate 0.46% among 350,000; AID 588473;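 active = activation of at least 50%, plus an integration ratio under a set limit after plate pattern correction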;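 also: plate controls were neutral control wells without compound for no effect and CRF at EC100 for full effect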
# CHRM4 PAM: CHRM4 positive allosteric modulation | hit rate 0.4% among 360,000 | CHO-K1 hM4/Gqi5, Fluo-8 calcium fluorescence, ACh EC20; 0% = ACh EC20, 100% = maximal ACh | activation, % at 3 µM | P08173;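 active = activation above its plate's cutoff, the mean activation of sample wells plus 3 SD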; also: some results filed as inactive read as strong as hits
# CRFR2-BP antag: blocks CRF-induced signaling of the CRF-BP/CRF-R2 complex | hit rate 0.59% among 350,000 | HEK293 CRF-R2/CRF-BP, CRF-induced calcium fluorescence | AID 588475 | inhibition, % at 11.8 µM;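 active = inhibition of the ligand-induced calcium signal above about 50% at the single tested concentration, limit read from the data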
# M4 ag: agonists of human muscarinic M4 receptor (CHRM4) | activation, % at 3 µM | CHO-K1 hM4/Gqi5, Fluo-8 calcium fluorescence; vehicle 0%, full acetylcholine response 100% | hit rate 0.14% among 360,000 | AID 624127;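 active = activation above the run mean over all test wells plus 3 SD, cut at about 32% in these data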;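 also: peak over basal fluorescence ratio per well then scaled between controls; 0% = DMSO wells and 100% = acetylcholine at EC100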
# CHRM5 PAM: potentiates acetylcholine response at human M5 receptor; hit rate 0.3% among 360,000; CHO-K1 hM5, Fluo-8 calcium, ACh EC20 PAM; 0% = ACh EC20, 100% = ACh EC100; P08912; activation, % at 3 µM;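 active = activation above the run cutoff, the mean activation of all test compounds plus 3 SD, cut at about 18% in these data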
# Target sequence (P08912 whole entry, looked up): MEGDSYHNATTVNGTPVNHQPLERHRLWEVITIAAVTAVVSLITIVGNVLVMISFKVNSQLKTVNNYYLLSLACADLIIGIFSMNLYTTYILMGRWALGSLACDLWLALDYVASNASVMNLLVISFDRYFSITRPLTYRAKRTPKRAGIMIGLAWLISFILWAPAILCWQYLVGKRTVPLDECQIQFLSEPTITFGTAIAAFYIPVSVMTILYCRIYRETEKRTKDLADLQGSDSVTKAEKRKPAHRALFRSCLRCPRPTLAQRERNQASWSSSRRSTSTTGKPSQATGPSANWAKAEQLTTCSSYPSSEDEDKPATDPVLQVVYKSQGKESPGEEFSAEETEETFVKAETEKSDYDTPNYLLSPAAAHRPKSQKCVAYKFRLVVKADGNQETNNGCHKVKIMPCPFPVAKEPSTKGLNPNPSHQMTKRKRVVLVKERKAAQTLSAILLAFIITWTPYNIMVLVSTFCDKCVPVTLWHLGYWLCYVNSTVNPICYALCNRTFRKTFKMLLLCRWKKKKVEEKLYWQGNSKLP
#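 Replicates: One well per compound, no replicates | System: Human M5 receptor in CHO-K1 cells | Benchmarks: Low control EC20 acetylcholine (0%), high control EC100 acetylcholine (100%) | Probe or stimulus: Acetylcholine, EC20 level | Times: Fluo-8 loading 80 min at 37 °C plus 30 min room temperature | Signal: Intracellular calcium via Fluo-8 fluorescence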
# CHRM5 agonist: agonists of human muscarinic M5 receptor (CHRM5). P08912. CHO-K1 hM5 cells, Fluo-8 calcium fluorescence; 0% DMSO wells, 100% maximal acetylcholine response. activation, % at 3 µM. hit rate 0.19% among 360,000. AID 624037;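 active = activation above the run's mean over test compounds plus 3 SD, cut at about 23% in these data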;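 also: signal is peak over basal fluorescence ratio across the kinetic read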
# M5 antag: blocks acetylcholine activation of human M5 receptor. CHO-hM5 cells, Fluo-8 calcium fluorescence, ACh EC80. P08912. inhibition, % at 3 µM. AID 624040. hit rate 0.59% among 360,000;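 active = inhibition above a per-plate cutoff, the mean of that plate's test compounds plus 3 SD, cut at about 27% in these data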;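 also: 0% = acetylcholine EC80 with DMSO and 100% = DMSO without agonist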
# * hit, by the source's call; · = no result given.
SMILES,M1 PAM,CHRM4 antagonist,CRFR2-BP ag,CHRM4 PAM,CRFR2-BP antag,M4 ag,CHRM5 PAM,CHRM5 agonist,M5 antag
NS(=O)(=O)c1ccc(CCNC(=O)c2ccc[nH]c2=S)cc1,3,10,-1.9,-3,7,0,-1,-4,6
CS(=O)(=O)N1Cc2cc(C(=O)NCC3CCCCC3)nc(-c3cccc(-c4cccnc4)c3)c2[C@H]1CCO,·,-3,·,2,·,2,-5,0,-16
Cc1ccc(C(C)C)c(OCc2ccc(C(=O)N/N=C/c3ccc(C(=O)O)cc3)cc2)c1,3,-5,0.2,-5,24,1,-5,0,11
S=C(NCCc1ccccc1)Nc1c(Cl)cccc1Cl,-3,0,-1.4,-23,9,13,-11,-4,6
COc1cc(C(=O)NC(C)c2ccc(-n3ccnc3)cc2)cc(OC)c1C (configuration not stated),4,2,0.8,-4,4,2,1,-1,8
CCN(C(=O)COC(=O)Cc1c(F)cccc1Cl)c1c(N)n(Cc2ccccc2)c(=O)[nH]c1=O,10,-10,-0.2,12,1,1,5,3,2
NC(=O)C1CCN(C(=O)CN2CCc3ccccc32)CC1,7,-10,0.3,7,0,1,-2,-3,-14
Cc1cccc(N2CCN(C(=O)c3cn4ccccc4n3)CC2C)c1 (configuration not stated),-13,7,5.2,-6,10,3,-6,-5,15
O=C(Cc1cccc([N+](=O)[O-])c1)Nc1ccc(C(=O)N2CCOCC2)cc1,2,-13,0.6,7,-1,1,4,2,6
CCOc1ccc(C2NC(=O)c3sc(=S)n(-c4ccccc4)c3N2)cc1 (configuration not stated),11,3,1.9,-5,-22,0,-2,-2,0
CC1Cc2cc(S(=O)(=O)CCC(=O)NC3CCCCC3)ccc2N1C(=O)C1CC1 (configuration not stated),10,-16,0.8,7,-4,2,6,-3,0
Cc1ccc(C2=NNC(=O)C(c3ccc(Cl)cc3)C2)cc1 (configuration not stated),3,-7,-0.8,1,-2,-1,-1,-6,12
CN(Cc1cnn(C)c1)Cc1nc(COc2ccccc2)no1,7,4,-1.6,3,1,0,0,-1,0
CCc1ccccc1NC(=O)Nc1ccc2c(c1)OCO2,12,7,-3.4,-3,35,2,-6,-4,9
COC(=O)c1c(C)oc2cc(Br)c(OCC(=O)C(C)(C)C)cc12,3,6,3.4,0,13,-1,1,-2,-4
CCOC(=O)NCN1C(=O)C2C3C=CC(C3)C2C1=O (configuration not stated),4,-9,7.7,13,-17,0,-6,-2,4
CN(C)CCCN(C(=O)c1ccco1)c1nc2c(F)cccc2s1,-15,20,4.2,-44,-41,2,-31,-20,20
CCC1CCCCN1CCCNC(=O)c1ccc2c(c1)N(Cc1c(F)cccc1Cl)C(=O)CS2 (configuration not stated),-22,100*,-1.9,-28,-15,2,-19,-11,76*
Cc1ccc(-c2n[nH]c(=O)c3ccccc23)cc1S(=O)(=O)N(C)C,6,1,1.0,-2,3,4,-5,-1,5
COc1cccc(-n2c(=O)c3ccccc3n3c(=S)[nH]nc23)c1,3,5,-0.7,1,0,0,2,0,5
Cc1nn(-c2ccccc2)c(C)c1/C=N/NC(=O)c1cc(C2CC2)[nH]n1,6,-10,-2.7,5,25,4,-3,1,-10
NCC(c1ccccc1)(c1ccccc1)c1ccccc1,-8,6,0.2,-8,-35,3,-7,-6,8
COc1ccc(CCC(=O)OCC(=O)NCc2ccccc2)cc1,0,1,-0.6,3,4,0,1,1,11
CCC(=O)N(CC)c1nc(-c2cc(OC)ccc2OC)cs1,6,-12,-2.0,11,11,-1,-1,-2,-2
CCCN1C(=O)C(O)(c2c(C)[nH]c3ccccc23)c2ccccc21 (configuration not stated),3,4,-1.6,-7,-3,1,-6,-3,11
COc1ccc(C(=O)N(C)Cc2ccc(C)o2)cc1OC1CCN(C(C)C)CC1,-4,0,1.3,-2,18,1,-6,-5,7
Cc1cc(=O)oc(C)c1C(=O)N[C@@H]1CCCCNC1=O,0,4,-0.2,-6,-4,0,-1,0,0
COc1cc(/C=N/N2CCN(c3ccccc3OC)CC2)ccc1O,7,-20,-9.8,3,-6,2,1,1,-10
N#Cc1c(NC(=O)c2ccc(Br)o2)n(-c2ccccc2)c2nc3ccccc3nc12,-5,5,1.1,-4,-4,1,-4,3,3
Cc1cccc(NC(=O)NC2CCCCCCC2)c1C,6,1,-0.3,3,-3,0,-1,-1,2
CCNC(=O)c1cc(Cl)ccc1OC,13,-2,-3.2,4,43,1,-2,-1,-3
Cc1cc(C)cc(NC(=O)c2ccc(S(=O)(=O)N(C)CC3CCCO3)cc2)c1 (configuration not stated),8,-12,0.5,1,14,5,-9,-4,15
Clc1cc(NCc2ccccc2)ncn1,3,-3,-3.3,8,4,3,-5,-1,21
O=C(CSc1nc2ccccc2c(=O)n1NC(=O)c1ccccc1)c1ccc(Cl)cc1,1,3,-0.5,-10,0,-1,-5,-2,5
CCc1ccc(C(=O)OCC(=O)Nc2cccc(S(=O)(=O)NC3=NCCCCC3)c2)cc1,-4,-8,-0.1,-3,-14,9,-10,-3,0
COc1ccc(NC2CCCN(C(=O)CN3CCOC3=O)C2)cc1OC (configuration not stated),-3,0,-0.2,0,0,0,1,1,7
CC(C)(C)NC(=O)CN(C(=O)CN1C(=O)C(=O)c2ccccc21)C(C)(C)C,-1,2,1.9,-7,-20,1,-6,1,12
CS(=O)(=O)c1cccc(-c2nnc(NC(=O)c3ccc4ncsc4c3)o2)c1,11,-4,-0.8,8,6,1,2,-1,-5
O=C(Cc1cccs1)Nc1nnc(CCc2ccccc2)s1,6,1,-1.7,4,-77,-1,8,-4,-4
O=C(c1ccccc1NS(=O)(=O)c1ccc(F)cc1)N1CCc2ccccc21,5,-9,-2.2,15,2,1,1,-5,-3
O=C(COC(=O)Cc1ccc(Cl)cc1)NCc1ccc(F)cc1,7,6,0.3,1,8,1,2,-2,-3
COC(=O)c1ccn(C(=O)c2ccc(Cl)cc2)n1,6,0,0.3,4,10,0,-1,2,-15
CC(=O)N/C(=C\c1cccc([N+](=O)[O-])c1)C(=O)NC(C)C,8,-3,-1.9,-3,12,0,0,0,-3
Cc1cc(C)c(S(C)(=O)=O)c(S(=O)c2ccc(Cl)cc2)n1 (configuration not stated),5,3,-0.5,16,13,1,8,-4,4
COc1ccc(Br)cc1C(=O)Nc1ccc(C(=O)O)cc1,12,0,1.1,6,12,1,1,-5,4
CC(=O)Nc1ccc(S(=O)(=O)NC(C)c2ccncc2)cc1 (configuration not stated),1,4,-1.6,4,-3,1,2,4,4
COc1ccc(OC)c(S(=O)(=O)N2CCC(C(=O)N3CCCCCC3)CC2)c1,0,-18,-0.8,-4,9,1,5,3,-10
CC(C)(C)NC(=O)NC(=O)COC(=O)C1CCN(S(=O)(=O)c2cccs2)CC1,-2,9,-0.2,-3,-3,11,-12,3,1
COC(=O)c1ccc2c(c1)NC(=O)C(N1CCCCC1)S2 (configuration not stated),5,-8,2.2,1,-24,1,-3,-2,4
COC(=O)C=C1CCC2C3CCC4=CC(=O)CCC4(C)C3C(=O)CC12C (configuration not stated),4,7,-1.0,1,-5,4,6,0,9
# (cont.)
SMILES,M1 PAM,CHRM4 antagonist,CRFR2-BP ag,CHRM4 PAM,CRFR2-BP antag,M4 ag,CHRM5 PAM,CHRM5 agonist,M5 antag
CCc1nnc(NS(=O)(=O)c2ccc(NC(=O)/C=C/c3ccccc3Cl)cc2)s1,2,-2,0.0,0,-5,-1,5,-5,9
COc1ccc(-c2cc(C(=O)NN)n(-c3ccccc3)n2)cc1,-1,-3,0.6,5,-14,1,-6,-3,2
COCCN(C(=O)COC(=O)c1ccc2c(c1)OCCO2)c1c(N)n(Cc2ccccc2)c(=O)[nH]c1=O,-2,3,0.8,-3,-4,0,9,-1,0
Cc1ccc2nc(SCC(=O)Nc3ccc(C)c([N+](=O)[O-])c3)[nH]c2c1,6,-7,0.6,4,-10,3,-3,-1,0
Cc1ccc(NC(=O)CCc2ccccc2)cc1C,0,8,-0.7,-1,15,0,1,-2,4
CCOC(=O)c1cc(S(=O)(=O)N2CCC(C)CC2)cn1C,2,-6,0.1,-4,2,1,-5,-3,6
CCOc1ccc(-c2nnc(NC(=O)CCCOc3cccc(C)c3)o2)cc1,6,7,-0.4,5,-12,0,-1,-3,1
COc1cc(CN2CCN(S(=O)(=O)c3ccc(F)cc3)CC2)cc(OC)c1OC,2,-2,-0.9,-10,7,0,3,1,-6
CCn1c(SCc2nc(-c3ccccc3)no2)nnc1-c1ccco1,4,-5,-0.4,6,-5,3,-2,0,4
Cc1ccc(NC(=O)CN2CCC(NC(=O)Cc3ccccc3)CC2)c(C)c1,9,-3,-2.7,-2,15,-1,-6,-4,0
CC(C)C[C@H]1CNC(=S)N1CC1CCN(CCCC2CCCC2)CC1,-31,34*,-0.3,-14,-1,1,-18,-3,17
CC(=O)c1ccc2noc(-c3cccc(C)c3)c2c1,4,3,-0.1,-5,-2,1,-2,0,6
O=C(COC(=O)c1ccc([N+](=O)[O-])s1)NNC(=O)c1ccccc1,4,4,-2.5,3,11,1,0,1,5
Cc1cccc(C)c1NC(=O)CN(C)C(=O)C1=COCCO1,12,-4,-0.1,13,8,3,-1,-2,12
Cc1occc1C(=O)NNC(=O)C1CCCCC1,5,-4,-1.6,9,36,2,-1,-1,3
Cc1ccc(C)c(S(=O)(=O)N(C)c2ccc(OC(=O)C3CCN(C(=O)c4ccc(F)cc4)CC3)cc2)c1,-6,16,14,-11,17,15,-29,2,20
Cc1cc(C(=O)NCc2cccnc2)n(-c2ccccc2)n1,14,35*,0.2,-13,-11,1,-6,0,-2
c1ccc(CSc2nnc(NC3CCCCC3)s2)cc1,5,-3,-2.6,4,-14,0,2,-2,-9
Cc1ccc(S(=O)(=O)N2CCC[C@H]2C(=O)OCC(=O)N2c3ccccc3NC(=O)C2(C)C)cc1,6,-5,-0.2,3,6,2,9,-2,-6
CC1=C(C#N)C(c2ccccc2)C2=C(N1)c1ccccc1C2=O (configuration not stated),1,10,-1.6,4,-6,1,1,1,3
CC(C)(C)NC(=O)C(OC(=O)c1ccco1)c1ccccc1F (configuration not stated),16,-13,0.1,2,8,0,8,-5,6
O=C(NCC(=O)N1CCOCC1)c1ccc(Cl)cc1,22,0,-1.5,4,-9,1,2,-2,1
O=C(C1CCCN(S(=O)(=O)c2cccs2)C1)N1CCC(N2CCCCC2)CC1 (configuration not stated),-4,-16,0.6,2,-2,1,2,-5,-5
Fc1cccc(Cc2c(-c3cccc(Br)c3)nc3c(Cl)cc(C(F)(F)F)cn23)c1,5,0,·,-5,·,0,-6,0,5
Cc1cnc(NC(=O)c2ccc(-c3nc4ccccc4s3)o2)s1,-12,1,-1.2,-2,-15,5,-6,-3,5

# Among those listed so far, 2 have a cyano group.
SMILES,M1 PAM,CHRM4 antagonist,CRFR2-BP ag,CHRM4 PAM,CRFR2-BP antag,M4 ag,CHRM5 PAM,CHRM5 agonist,M5 antag
N#Cc1c(NC(=O)c2ccc(Br)o2)n(-c2ccccc2)c2nc3ccccc3nc12,-5,5,1.1,-4,-4,1,-4,3,3
CC1=C(C#N)C(c2ccccc2)C2=C(N1)c1ccccc1C2=O (configuration not stated),1,10,-1.6,4,-6,1,1,1,3

# Hits appear at their usual frequency; any-hit rate near 2.6%.
